Rab9 promoter act = activators of Rab9 promoter; actives 2.8% (n = 320,000); Potency, µM (titrated, usually from 9.22 µM), for inactives: at the highest dose activation, negative = inhibition, most hits filed as activators; AID 485297; Huh7 Rab9 promoter-luciferase reporter, luminescence, 24 h; further: % of control where 0% means no effect; nearly all actives have a fitted effect of over 60% in size
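Promoter activation is measured as luciferase luminescence in Huh7 cells stably transfected with a Rab9 promoter–luciferase construct, following 24 h compound exposure at 37 °C and 10 min reagent incubation at ambient temperature.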
NPC1 promoter act = NPC1 promoter activation | actives 2.4% (n = 320,000) | Huh7 NPC1 promoter luciferase reporter, 24 h | Potency, µM (highest dose often 9.22 µM), without a hit: top-dose activation, most hits filed as activators | AID 485313;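 further: % of control where 0% means no effect; nearly all actives have a fitted effect of over 60% in size; reporter is driven by a mutant NPC1 promoter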
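Quantitative HTS used a cell-based reporter: Huh7 cells stably bearing the NPC1 promoter upstream of luciferase were treated with compounds for 24 h, and promoter activation was read as luminescence.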
BRCA1 expr act = BRCA1 expression activation. MCF7-BRCA1-FFLuc reporter, luminescence, 48 h; response scale: scaled: vehicle 0%, 10 µM genistein 100%. actives 1.1% (n = 380,000). AID 624202. Potency, µM (doses to about 46.1 µM), for inactives: at the highest dose activation, most hits filed as activators; further: nearly all actives have a fitted effect of over 80% in size; some results filed as inactive show a strong effect at the top dose
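Compounds are tested at multiple concentrations on MCF7 BRCA1-luciferase reporter cells seeded at 2000 per well; after 48 h, a single luminescence end-point is taken and curves fitted to the normalized data.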
FLuc counter = inhibits or activates purified firefly luciferase, miR-21 counter-screen; P08659; purified FLuc, Km substrates, luminescence inhibition; Potency, µM (series often up to 57.5 µM), inactives show at the top dose activity change, negative = inhibition, hits mostly inhibitors; actives 6.9% (n = 360,000); AID 588342;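 further: plate controls were vehicle for no effect and reference inhibitor for full effect; nearly all actives have a fitted effect of over 55% in size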
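Purified P. pyralis luciferase, 10 nM final, with Km-level 10 uM D-luciferin and 10 uM ATP in 50 mM Tris acetate pH 7.5, 10 mM Mg acetate, 0.01% Tween-20, 0.05% BSA; 6-point qHTS titration about 60 µM downward; luminescence read.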
p53 reactivator = restores transcriptional activity of mutant p53. actives 0.063% (n = 320,000). H1299 p53-A138V BP100-luciferase reporter, luminescence, 24 h. Potency, µM (doses to about 92.2 µM), for the others: at the top dose activity change, positive = activation, actives largely listed as activators. AID 504706; further: % of control where 0% means no effect; nearly all actives have a fitted effect of over 45% in size
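p53-null H1299 cells stably carrying temperature-sensitive p53-A138V and a BP100-luciferase reporter were pinned with compounds (4-point, 1:5 series) and held 24 hrs at 37 deg C. Luminescence was read 10 min after detection reagent.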
VP16 counter = Gal4-VP16 reporter inhibition counter-screen; Drosophila S2 Gal4-VP16 UAS-luciferase, luminescence, 20 h; Potency, µM (highest dose often 53.6 µM), inactives show at the top dose activity, negative = inhibition, usual class: inhibitors; actives 3.5% (n = 310,000);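 further: Gal4-VP16 expression switched on by copper sulfate through the metallothionein promoter; on the % scale 0 is the no-effect control and ±100 the full control effect; nearly all actives have a fitted effect of over 50% in size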
MBNL1-CUG inh = MBNL1-poly(CUG) RNA binding inhibition; TR-FRET MBNL1-His/biotin-(CUG)12 binding, 665/545 ratio; Potency, µM (titrated, usually from 57.5 µM), inactives show at the top dose activity change, negative = inhibition, actives largely listed as inhibitors; actives 0.036% (n = 280,000); active means well fitted inhibition curve with a large enough effect in the signal ratio, with a control signal flat, not every such curve was filed as active; inconclusive means small, poorly fitted or top-dose-only effect, or effect the other way, or a change in a side signal; inactive means no such curve, though single readings can be large or run the other way; the % refers to the signal ratio; further: on the % scale 0 is the no-effect control and ±100 the full control effect
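Compound titration spanned 92 nM–58 uM against the MBNL1-His/biotin-(CUG)12 complex. After 60 min at room temperature with 5 nM streptavidin-XL665 and 0.055 ng/ul terbium anti-His, ratiometric 665/545 nm emission (Ex 340 nm) normalized to controls.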
RORg inh = blocks mouse ROR gamma transcriptional activity; AID 2551; actives 5.4% (n = 310,000); Potency, µM (doses to about 53.6 µM), for the others: at the top dose activity change, negative = inhibition, actives largely listed as inhibitors; P51450; Drosophila S2 Gal4-RORgamma UAS-luciferase reporter, 20 h; further: on the % scale 0 is the no-effect control and ±100 the full control effect; nearly all actives have a fitted effect of over 60% in size
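Schneider cells (Drosophila), stable Gal4 DBD–ROR gamma + UAS-luc; 1 hr cmpd preincubation; Cu2+ induction 700 uM final; 20 hr ambient; luminescence.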
uPA generation = inhibitors of cell surface uPA generation; cell surface uPA generation assay, qHTS; Potency, µM (series often up to 38.3 µM), without a hit: top-dose activity change, negative = inhibition, actives largely listed as inhibitors; actives 0.31% (n = 330,000); active means well fitted inhibition curve with a large enough effect; inconclusive means small, poorly fitted or top-dose-only effect; inactive means no such curve, though single readings can be large or run the other way; tested in mouse RAW 264.7 cells; further: on the % scale 0 is the no-effect control and ±100 the full control effect; nearly all actives have a fitted effect of over 55% in size
MLL CXXC-DNA inh = blocks binding of human MLL CXXC domain to DNA | Q03164 | MLL-CXXC / FITC-HOXA9 DNA fluorescence polarization | Potency, µM (highest dose often 115 µM), inactives show at the highest dose activity change, negative = inhibition, hits mostly inhibitors | actives 0.037% (n = 290,000) | AID 2662; active means well fitted inhibition curve with a large enough effect in the polarisation, with a control signal flat, not every such curve was filed as active; inconclusive means small, poorly fitted or top-dose-only effect, or effect the other way, or a change in a side signal; inactive means no such curve, though single readings can be large or run the other way; the % refers to the polarisation
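Purified MLL-CXXC (added from a 7 uM solution) was preincubated 5 min at ambient with pinned compounds in 50 mM Tris-HCl pH 7.5, 50 mM NaCl, 1 mM DTT, 0.05% BSA. Fluorescein-labeled HOX-A9 DNA (50 nM solution) followed, 30 min, then polarization read.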
ELG1 genotox = induces genotoxicity in HEK293T cells with luciferase-tagged ELG1; HEK293T ELG1-luciferase reporter, luminescence, 16 h; Potency, µM (doses to about 46 µM), for inactives: at the highest dose activity change, positive = activation, hits mostly activators; actives 1.3% (n = 330,000); AID 504466; further: % of control where 0% means no effect; nearly all actives have a fitted effect of over 60% in size
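16 hr compound incubation (37 °C, 5% CO2) of HEK293T cells carrying luciferase-tagged ELG1; luciferase then measured by ONE-Glo luminescence after 30 min at RT.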
* hit, by the source's call; u = inconclusive; x = not tested or not shown; & = joins results of further samples; [ ] = dose if it differs, or a comment. Unless noted, the call rests on the fitted dose curve; in most records, active means well fitted curve in the direction sought with a large enough effect; inconclusive means small, poorly fitted or top-dose-only effect, or another doubt; inactive means no such curve, though single readings can be large; an effect the other way counts as inactive or inconclusive. Potency means the concentration at half of the fitted maximal effect. Some of the compounds tested, so the mix of outcomes need not match the whole.

SMILES	Rab9 promoter act	NPC1 promoter act	BRCA1 expr act	FLuc counter	p53 reactivator	VP16 counter	MBNL1-CUG inh	RORg inh	uPA generation	MLL CXXC-DNA inh	ELG1 genotox
CC(=NCC1CCCO1)c1c(O)n(-c2ccccc2C)c(=O)[nH]c1=O (configuration not stated)	-8%	-1%	-4%	1%	-2%	-4%	-7%	7%	-3%	-8%	0%
Cc1cccc(-c2noc(CN(C(=O)C(c3ccccc3)c3ccccc3)C(C)C)n2)c1	-6%	-5%	-30%	1%	14%	-11%	7%	1%	u	-5%	-4%
Cc1ccsc1C(=O)C1CCCN(Cc2sc(N(C)C)nc2Cl)C1 (configuration not stated)	1%	0%	-42%	0%	-5%	-1%	-23%	-5%	-1%	-8%	-9%
Cn1cc(C(=O)OCC(=O)NC2(C#N)CCCC2)c2ccccc21	-3%	0%	-14%	x	1%	x	x	x	9%	x	0%
C[n+]1cccc(C(=O)N/N=C/c2ccc3c(c2)OCO3)c1	0%	-3%	0%	3%	4%	-7%	u	5%	-5%	-10%	2%
CCCC[N+]12CCC(CC1)C(Cc1ccccc1)C2 (configuration not stated)	-11%	-5%	-29%	-1%	6%	-5%	1%	-3%	-3%	-7%	-8%
CCCCCCn1c(=O)c(C(=O)Nc2ncccc2C)c(O)c2ccccc21	-4%	0%	-15%	0%	x	7.9µM*	0%	14µM*	u	-12%	-5%
Cc1cc(/C=C2/SC(=S)N(c3ccc([N+](=O)[O-])cc3)C2=O)c(C)n1-c1cccnc1	-32%[inhibitor]	-25%	-38%	-4%	5%	0.89µM*	-10%[11.5 µM]	3.2µM*	u	-1%	11%
O=c1oc2ccccc2c(O)c1C(c1ccc([N+](=O)[O-])cc1)c1c(O)c2ccccc2oc1=O	2%	-4%	9%	19µM*	-2%	-6%	7%	10%	-7%	3%	-10%
CN1CCN(c2ccc([N+](=O)[O-])c(SCCO)c2)CC1	-3%	-3%	-4%	-3%	-1%	0%	u	-14%	5%	3%	-3%
Cn1nnc2cc(NC(=O)Nc3cccc(Cl)c3)ccc21	1.4µM*	2µM*	u	u	2%	u	59%[activator]	33%	4%	-3%	u
O=c1[nH]sc2cc(F)ccc12	-20%	1%	0%	u	-10%	2.8µM*	-14%	2.2µM*	-8%	9%	7%
CCCC12CN3CCN(CC(C3)/C1=N\NC(=O)c1ccncc1)C2	1%	-3%	-11%	-2%	0%	9%	5%	-12%	-2%	4%	10%
COc1ccc(CN2CCCCC2c2cccnc2)cc1C (configuration not stated)	-1%	-2%	-11%	2%	5%	-18%	1%	-43%	1%	-15%	-4%
CN1C(=O)N(C)C(=O)C2(Sc3ccccc3C2=O)C1=O	3%	-1%	-1%	u	9%	0%	3%	1%	7%	17%	6%
CS(=O)(=O)NNP(=O)(NNS(C)(=O)=O)NC(=O)c1ccccc1	0%	1%	-2%	-2%	-1%	9%	x	3%	-2%	-1%	0%
CC1(C)CN2C(c3ccc(Cl)cc3)N2C1 (configuration not stated)	-1%	-3%	-10%	2%	1%	2%	5%	24%	5%	-14%	2%
O=C1NC(=O)N(Cc2ccccc2)C(=O)/C1=C\C=C\c1ccco1	-9%	-5%	-73%	u	8%	-4%[10 µM]	-15%	u	-11%	20%	-13%
Cc1ccc(-n2c(O)c(C=NCc3ccco3)c(=O)[nH]c2=S)cc1C	1%	-3%	-2%	-6%	0%	-7%	x	-23%	8%	4%	0%
COc1cc(/C=N/NC(=O)Cn2c([N+](=O)[O-])cnc2C)ccc1OC(=O)N(C)C	-2%	-3%	-11%	5%	0%	-8%	10%	-3%	9%	10%	5%

Just Rab9 promoter act, NPC1 promoter act and MBNL1-CUG inh, for some of the entries so far:
mol	Rab9 promoter act	NPC1 promoter act	MBNL1-CUG inh
Cc1ccc(-n2c(O)c(C=NCc3ccco3)c(=O)[nH]c2=S)cc1C	1%	-3%	x
Cn1nnc2cc(NC(=O)Nc3cccc(Cl)c3)ccc21	1.4µM*	2µM*	59%[activator]
O=C1NC(=O)N(Cc2ccccc2)C(=O)/C1=C\C=C\c1ccco1	-9%	-5%	-15%
CCCC12CN3CCN(CC(C3)/C1=N\NC(=O)c1ccncc1)C2	1%	-3%	5%

(more compounds)
SMILES	Rab9 promoter act	NPC1 promoter act	BRCA1 expr act	FLuc counter	p53 reactivator	VP16 counter	MBNL1-CUG inh	RORg inh	uPA generation	MLL CXXC-DNA inh	ELG1 genotox
O=c1c2ccccc2[nH]c(=S)n1-c1ccc2c(c1)OCO2	0%	-3%	-14%	-2%	16%	10µM*	-8%	2.8µM*	-3%	0%	1%
CN1C(=O)/C(=C/C=C/c2ccco2)C(=O)NC1=S	0%	-2%	-24%	u	8%	-2%	28%	-11%	-1%	x	3%
CC(c1ccccc1)[n+]1ccccc1 (configuration not stated)	0%	0%	-16%	-2%	-2%	x	x	x	0%	x	0%
COc1ccc(-c2cc(=O)c3c(OC)c(OC)c(OC)cc3o2)cc1	-5%	-2%	-15%	u	-2%	-1%	-23%	u	1%	-29%	0%
CCCC[n+]1cc(/N=C(\[O-])OC)on1	5%	-3%	15%	-1%	-3%	1%	9%	-1%	3%	-1%	2%
O=c1[nH]c(N2CCN(Cc3ccc4c(c3)OCO4)CC2)nc2c1CCC2	-1%	0%	-14%	0%	-4%	-11%	-2%	20%	10%	0%	-5%
COc1ccccc1N1CCNCC1	1%[46.1 µM]	3%[46.1 µM]	18%	0%	2%	-3%&-2%&6%	-13%	6%&-9%&18%	14%	-2%&0%	-7%
O=C1NC(=O)C(=Cc2ccccc2Oc2ccc(F)cc2)C(=O)N1	-1%	-4%	-21%	u	-1%	-3%	2%	3%	-2%	-4%	7%
CCC(C)(C)c1ccc(O)cc1	-7%	-2%	12%	-7%	-3%	2%&-8%	x	29%[10 µM]	15%	-3%	1%
CCN1C[C@]2(C)CC[C@H](OC)[C@]34C2[C@H](OC(C)=O)[C@@]2(OCO[C@@]25C[C@H](OC)[C@H]2C[C@]3(O)C5[C@H]2OC)[C@@H]14	4%	-5%	-2%	-2%	12%	-10%	2%	-2%	-2%	19%	-3%
CCCCn1c(O)c(C(CC)=NCCN2CCCCC2)c(=O)[nH]c1=O	9%	-2%	4%	-1%	-4%	2%	-5%	0%	-1%	5%	-2%
O=C(COc1ccccc1)N1CCN(CC(O)COc2ccccc2)CC1 (configuration not stated)	1%	0%	-3%	0%	1%	0%	4%	17%	2%	-2%	8%
COc1cc2c3c(c1OC)-c1cc(O)ccc1CC3NCC2 (configuration not stated)	0%	1%	11%	2%[2.3 µM]	-3%	4%	-4%	2%	0%	-2%	-3%
COCCN1Cc2cc(=O)n3c([nH]c4ccccc43)c2C1=N	9%	28%	x	u	9%	-11%	31%[activator]	-36%	-2%	13%	13%
CN1CCN(Cc2nc3ccccc3n2C)CC1	3%	-4%	-5%	2%	-15%	-6%	3%	-12%	4%	5%	-4%
COP(=O)(OC)/C(C=O)=N/Nc1ccc([N+](=O)[O-])cc1	-7%	-5%	0%	u	-4%	9%	u	-3%	1%	9%	-6%
COc1ccc(OC)c(N2C(=O)NC(=O)C(CCc3ccncc3)(CCc3ccncc3)C2=O)c1	-8%	-1%	-1%	5%	-1%	-8%	16%	13%	0%	3%	1%
CN1C2CCC1CC(OC(=O)c1ccc(Cl)cc1)(C(=O)O)C2 (configuration not stated)	-10%	-2%	-17%	3%	-4%	-7%	-10%	-16%	-1%	5%	0%
N#CCCCCC#N	x	x	1%	x	-2%	11%	x	0%	3%	x	-1%
O=C(NC(Oc1ccccc1)C(Cl)(Cl)Cl)c1ccccc1 (configuration not stated)	4%	1%	-4%	2%	0%	-10%	0%	4%	1%	-5%	3%
O=C1NC(=O)C(CCc2ccccn2)(Cc2ccc3c(c2)OCO3)C(=O)N1CCc1ccccc1 (configuration not stated)	1%	8%	-27%	0%	-10%	-4%	-4%	u	5%	1%	-16%
CCCc1nc2ccccc2c(=O)n1-c1ccccc1OC	-4%	-1%	-23%	5%	-12%	0%	5%	33%	3%	0%	0%
COc1ccc(C(=O)C2(C)N(O)C(C)C(c3cccs3)=[N+]2[O-])cc1 (configuration not stated)	-1%	-1%	4%	-1%	8%	1%[0.365 µM]	3%	28%	6%	1%	1%

Copied from the list:
COc1ccc(C(=O)C2(C)N(O)C(C)C(c3cccs3)=[N+]2[O-])cc1 (configuration not stated) @ BRCA1 expr act = 4%
O=C(COc1ccccc1)N1CCN(CC(O)COc2ccccc2)CC1 (configuration not stated) @ MLL CXXC-DNA inh = -2%

From PubChem
